# Bioassay records: PubChem, National Center for Advancing Translational Sciences (NCATS)
# MBNL1-CUG inh – blocks human MBNL1 binding to CUG repeat RNA. Q9NR56. TR-FRET MBNL1-His/biotin-(CUG)12 binding, 665/545 ratio. Potency, µM (highest dose often 57.5 µM), for inactives: at the top dose activity change, negative = inhibition, usual class: inhibitors. 280,000 tested, 0.036% active. AID 2675; active = well fitted inhibition curve with a large enough effect in the signal ratio, with a control signal flat, not every such curve was filed as active; inconclusive = small, poorly fitted or top-dose-only effect, or effect the other way, or a change in a side signal; inactive = no such curve, though single readings can be large or run the other way; the % refers to the signal ratio; note: potency is the fitted concentration of half-maximal effect; % is set by controls: 0 for no effect and ±100 for the full control effect
# Target sequence (Q9NR56 whole entry, looked up): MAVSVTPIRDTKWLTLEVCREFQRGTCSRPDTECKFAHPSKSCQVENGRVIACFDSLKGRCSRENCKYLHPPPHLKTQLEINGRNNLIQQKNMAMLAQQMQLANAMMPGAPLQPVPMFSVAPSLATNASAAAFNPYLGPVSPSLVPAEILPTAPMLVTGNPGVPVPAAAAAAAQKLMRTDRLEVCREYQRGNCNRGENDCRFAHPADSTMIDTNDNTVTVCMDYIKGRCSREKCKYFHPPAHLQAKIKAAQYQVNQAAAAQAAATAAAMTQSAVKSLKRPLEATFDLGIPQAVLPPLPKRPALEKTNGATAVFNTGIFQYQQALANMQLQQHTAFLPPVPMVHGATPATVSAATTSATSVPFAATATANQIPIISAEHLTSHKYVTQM
#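 Inhibition of protein-RNA binding appears as loss of TR-FRET between terbium anti-His antibody on MBNL1-His and streptavidin-XL665 on biotin-(CUG)12. Activity is normalized to buffer-only and uninhibited-complex controls.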
# Mito fusion act – blocks mitochondrial division or promotes mitochondrial fusion; S. cerevisiae fusion-defective mutant growth rescue, CellTiterGlo 48 h; 320,000 tested, 0.23% active; Potency, µM (titrated, usually from 46.1 µM), inactives show top-dose growth rescue (activation), actives largely listed as activators;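 note: potency is the fitted concentration of half-maximal effect; % of control where 0% means no effect; nearly all actives have a fitted effect of over 45% in size; temperature-sensitive fusion mutants such as fzo1-1 at 37 °C on non-fermentable ethanol glycerol medium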
#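 Temperature-sensitive fusion-defective S. cerevisiae (e.g. fzo1-1, mgm1-5) were grown with compound in YPEG medium (3% ethanol, 3% glycerol) for 48 hours at 37C. Growth rescue was measured as viability by CellTiterGlo luminescence after 10 minutes at ambient.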
# Gal4-VP16 FLuc – inhibits Gal4-VP16 luciferase reporter, ROR gamma counter-screen; Drosophila S2 Gal4-VP16 UAS-luciferase, luminescence, 20 h; Potency, µM (highest dose often 53.6 µM), inactives show at the highest dose activity, negative = inhibition, hits mostly inhibitors; 310,000 tested, 3.5% active; AID 2546;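 note: Gal4-VP16 expression switched on by copper sulfate through the metallothionein promoter; potency is the fitted concentration of half-maximal effect; % is set by controls: 0 for no effect and ±100 for the full control effect; nearly all actives have a fitted effect of over 50% in size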
# PKM2 activator – activators of human pyruvate kinase M2. P14618. purified PKM2, Kinase-Glo ATP luminescence, activation; response scale: 0% is enzyme alone, no compound. Potency, µM (titrated, usually from 57.5 µM), for the others: top-dose activation, most hits filed as activators. 260,000 tested, 0.34% active. AID 1631; note: potency is the fitted concentration of half-maximal effect; % is set by controls: 0 for no effect and ±100 for the full control effect; nearly all actives have a fitted effect of over 55% in size
#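 hPK-M2, >95% pure; 0.1 mM ADP / 0.5 mM PEP final; imidazole pH7.2 buffer w/ 7 mM MgCl2, 50 mM KCl; 1 h RT; Kinase-Glo lum. Intermediate enzyme activity for dual inhibitor/activator qHTS.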
# NPC1 prom act – activates the NPC1 promoter; 320,000 tested, 2.4% active; AID 485313; Huh7 NPC1 promoter luciferase reporter, 24 h; Potency, µM (titrated, usually from 9.22 µM), for inactives: top-dose activation, most hits filed as activators;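 note: potency is the fitted concentration of half-maximal effect; % of control where 0% means no effect; nearly all actives have a fitted effect of over 60% in size; reporter is driven by a mutant NPC1 promoter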
#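 Huh7 cells stably carrying NPC1 promoter–luciferase, plated in Opti-MEM with 10% FBS for 2 h, were exposed to compound in DMSO for 24 h at 37 °C; luciferase reagent was added for 10 min and luminescence read.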
# Menin-MLL TR inh – displaces Texas Red mutant MLL peptide from human menin; Menin + Texas Red MLL mutant peptide, fluorescence polarization; Potency, µM (titrated, usually from 61.6 µM), inactives show top-dose FP activity change, negative = inhibition, most hits filed as inhibitors; 270,000 tested, 0.23% active; active = well fitted inhibition curve with a large enough effect in the polarisation, with a control signal flat, not every such curve was filed as active; inconclusive = small, poorly fitted or top-dose-only effect, or effect the other way, or a change in a side signal; inactive = no such curve, though single readings can be large or run the other way; the % refers to the polarisation; note: potency is the fitted concentration of half-maximal effect; % of control where 0% means no effect; many of its hits are not listed in these tables
# Rab9 prom act – Rab9 promoter activation; Huh7 Rab9 promoter-luciferase reporter, luminescence, 24 h; 320,000 tested, 2.8% active; Potency, µM (series often up to 9.22 µM), without a hit: at the top dose activation, negative = inhibition, hits mostly activators; AID 485297; note: potency is the fitted concentration of half-maximal effect; % of control where 0% means no effect; nearly all actives have a fitted effect of over 60% in size
#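 Rab9 promoter-driven luciferase in stably transfected Huh7 cells; 1500 cells/well rested 2 h, exposed to compound in DMSO for 24 h at 37 °C, 5% CO2. Luminescence read 10 min after adding luciferase reagent at ambient temperature.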
# FLuc modulator – inhibits or activates purified firefly luciferase, miR-21 counter-screen; P08659; purified FLuc, Km substrates, luminescence inhibition; Potency, µM (series often up to 57.5 µM), inactives show at the top dose activity change, negative = inhibition, most hits filed as inhibitors; 360,000 tested, 6.9% active;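 note: potency is the fitted concentration of half-maximal effect; plate controls were vehicle for no effect and reference inhibitor for full effect; nearly all actives have a fitted effect of over 55% in size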
# Target sequence (P08659 whole entry, looked up): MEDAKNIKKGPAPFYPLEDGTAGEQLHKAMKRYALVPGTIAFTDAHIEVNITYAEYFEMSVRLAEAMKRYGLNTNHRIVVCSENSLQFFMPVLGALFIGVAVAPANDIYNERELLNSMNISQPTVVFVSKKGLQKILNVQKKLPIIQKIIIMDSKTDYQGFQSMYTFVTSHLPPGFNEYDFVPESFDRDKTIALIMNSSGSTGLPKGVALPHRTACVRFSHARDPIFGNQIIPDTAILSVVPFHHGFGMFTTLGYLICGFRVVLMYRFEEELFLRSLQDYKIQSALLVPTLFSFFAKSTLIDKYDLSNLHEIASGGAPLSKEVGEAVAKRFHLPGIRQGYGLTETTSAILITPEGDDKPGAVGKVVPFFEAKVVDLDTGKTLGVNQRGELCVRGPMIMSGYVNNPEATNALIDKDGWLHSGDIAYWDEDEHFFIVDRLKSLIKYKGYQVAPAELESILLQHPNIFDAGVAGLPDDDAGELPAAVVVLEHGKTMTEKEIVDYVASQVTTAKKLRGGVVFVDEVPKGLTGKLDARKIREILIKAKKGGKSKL
#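 Purified P. pyralis luciferase, 10 nM final, with Km-level 10 uM D-luciferin and 10 uM ATP in 50 mM Tris acetate pH 7.5, 10 mM Mg acetate, 0.01% Tween-20, 0.05% BSA; 6-point qHTS titration about 60 µM downward; luminescence read.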
# RORg inh – ROR gamma (mouse) transcription inhibition; P51450; Drosophila S2 Gal4-RORgamma UAS-luciferase reporter, 20 h; Potency, µM (titrated, usually from 53.6 µM), for the others: top-dose activity change, negative = inhibition, actives largely listed as inhibitors; 310,000 tested, 5.4% active; AID 2551; note: potency is the fitted concentration of half-maximal effect; % is set by controls: 0 for no effect and ±100 for the full control effect; nearly all actives have a fitted effect of over 60% in size
#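 A Gal4/UAS one-hybrid system in insect cells: metallothionein-promoter Gal4–ROR gamma fusion plus Photinus luciferase reporter. Copper sulfate 700 uM final, 20 hr ambient incubation, luminescent detection after 10 min with reagent.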
# KCNH2 3.1 block – blocks the human KCNH2 3.1 channel isoform | U2OS KCNH2 3.1, thallium flux FluxOr; stronger effect = lower value | activity change, % (tested at about 1.8 µM) | 340,000 tested, 0.95% active;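 active = maximum activity change below -70%; inconclusive = maximum activity change from -70% to -50%; inactive = maximum activity change above -50%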;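 note: thallium influx rate constant from kinetic fluorescence after stimulation buffer; % is set by controls: 0 for no effect and ±100 for the full control effect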
#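 Normalized rate constant (relative to positive and negative DMSO controls) derived from a 2 min kinetic fluorescence read after stimulation; U2OS cells expressing the 3.1 isoform via virus at 1.77 x 10^8 /mL.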
# ELG1 DNA repair – blocks ELG1-dependent DNA repair in HEK293T cells; HEK293T ELG1-luciferase reporter, luminescence, 16 h; DNA damage induced by 5-fluorouridine; 330,000 tested, 2.3% active; Potency, µM (series often up to 46.1 µM), for the others: top-dose activity change, negative = inhibition, hits mostly inhibitors; note: potency is the fitted concentration of half-maximal effect; % is set by controls: 0 for no effect and ±100 for the full control effect; nearly all actives have a fitted effect of over 55% in size
#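 5-Fluorouridine DNA damage + compound/DMSO, 2,000 cells/well, 16 h, 37 °C/5% CO2. ONE-Glo, 30 min RT, luminescence. Readout = decrease in reporter signal.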
# An asterisk follows results filed as active; ? = inconclusive; . = not tested or not shown; & = joins results of further samples. Unless noted, calls come from the whole dose curve; as a rule, active = well fitted curve in the direction sought with a large enough effect; inconclusive = small, poorly fitted or top-dose-only effect, or another doubt; inactive = no such curve, though single readings can be large; an effect the other way counts as inactive or inconclusive. A portion of the library, so the mix of outcomes need not match the whole.
SMILES,MBNL1-CUG inh,Mito fusion act,Gal4-VP16 FLuc,PKM2 activator,NPC1 prom act,Menin-MLL TR inh,Rab9 prom act,FLuc modulator,RORg inh,KCNH2 3.1 block,ELG1 DNA repair
Cc1c(C(=O)Oc2ccc(Cl)cc2)n(C)oc1=O,.,-3%,11%,-4%,0%,.,0%,0%,-3%,0,28%
COc1c(Cl)cc(C(=O)Nc2ccc(Cl)cn2)cc1Cl,-1%,-1%,21%,-6%,25%,?,?,?,-3%,-5,?
CC1CCc2nc3ccccc3c(C(=O)OCC(=O)N3CCc4ccccc43)c2C1 (stereo unspecified),.,1%,10%,-13%,0%,-16%,-1%,4.8µM*,7%,8,18µM*
CC/C(=N\NC(=O)c1c[nH]c2ccccc12)c1cccs1,?,.,?,-19%,2.8µM*,?,2.8µM*,5.4µM*,?,-6,?
CCCOc1ccc(Cc2c(Cl)nc(SC)nc2OC)cc1,2%,9%,-14%,-1%,0%,6%,-3%,2%,41%,-8,4%
CN(C)c1cccc(NC(=O)Cc2ccc(F)cc2)c1,-4%,-4%,23%,7%,7%,4%,7%,-6%,37%,29,2%
Fc1ccc(NC(=S)N2CCSC2c2cccs2)cc1 (stereo unspecified),-1%,-6%,1%,-13%,-1%,18%,-9%,3%,?,-12,?
COC(=O)/C(=N/Nc1ccccc1C)Sc1nnc(C(O)c2ccccc2)n1-c1ccccc1 (stereo unspecified),-4%,13%,-7%,0%,-5%,?,-2%,3%,-1%,-10,8%
CCn1c(Cc2ccccc2)nnc1SCC(=O)Nc1nccs1,-10%,-4%,20%,-16%,6%,-10%,-5%,-20%,20%,4,14%
O=C(Nc1cccnc1Cl)c1cc(-c2ccc(Cl)cc2)on1,0%,-9%,-1%,0%,3%,7%,-5%,4%&-2%,6%,-3,15%
Nc1nc2c(c3c1c(=O)oc1ccccc13)CCCCC2,-4%,4%,-1%,-2%,1%,-5%,-4%,0%,-9%,-16,-2%
Cc1ccc(NC(=O)COC(=O)c2ccc(S(=O)(=O)NCc3ccco3)cc2)cc1,.,4%,.,.,-1%,.,12%,-1%,.,0,25%
Cc1cc(C)n2nc(C(=O)NCc3ccccc3)cc2n1,-5%,-2%,-8%,1%,-1%,-1%,-2%,5%,13%,7,2%
Cc1ncsc1C(=O)N1CCCC(C(=O)c2ccc3ccccc3c2)C1 (stereo unspecified),?,6%,-1%,-1%,-7%,-2%,9%,0%,42%,.,-29%
Cc1ccc(CNc2nc3ccccc3n3cnnc23)cc1,2%,0%,12%,5%,0%,5%,1%,-7%&0%,44%,10,?
CSc1nnc(C(C)(C)C)c(=O)n1/N=C/c1ccc(C(C)C)cc1,-8%,1%,28%,1%,1%,.,1%,?,-1%,-18,?
O=C(c1ccc(F)cc1)N1CCN=C1c1ccccc1,.,-1%,-17%,17%,1%,4%,-3%,-1%,14%,7,-21%
C=C(C)c1cccc(C(C)(C)NC(=O)Nc2nnc(C(C)C)s2)c1,-5%,8%,5%,0%,0%,.,-4%,-2%,1%,1,-14%
CC(C)c1ccc2occ(-c3nn[nH]n3)c(=O)c2c1,-13%,1%,3%,-10%,0%,-11%,-2%,?,3%,-22,?
CCOc1cccc(/C=C(/C#N)c2nc3ccccc3[nH]2)c1OCC(=O)O,-15%,-3%,2%,-2%,-5%,21%,0%,?,16%,3,?
Cc1ccc(C(NC(=O)c2cccc(S(=O)(=O)N3CCN(C)CC3)c2)c2ccccc2)cc1 (stereo unspecified),.,-2%,.,.,-4%,.,3%,.,.,-16,15%
N/C(Cc1cccc2ccccc12)=N\OC(=O)c1ccccc1F,10%,-2%,0%,-2%,10%,.,-4%,-12%,6%,-3,1%
C1=CC2CC1CC2CN1CCN(Cc2ccccc2)CC1 (stereo unspecified),-10%,-7%,-9%,-14%,6%,-17%,-1%,6%,0%,5,?
O=C(COc1ccc([N+](=O)[O-])cc1)Nc1ccc(C(=O)NCc2cccnc2)cc1,?,1%,-8%,-3%,2%,.,-1%,2%,12%,-12,?
CCOc1ccc(/C=C2/SC(=S)N(n3c(C)ccc3C)C2=O)cc1,2%,4%,10%,1%,-2%,9%,-2%,-2%,?,-20,13%
CCCCN1C(=O)/C(=C/C=C2\N(C)c3ccccc3C2(C)C)SC1=S,2%,-2%,1%,-10%,2%,?,-1%,?,-6%,.,1%
COC(=O)[C@@H](NC(=O)c1ccc(OC2CCN(Cc3ccccn3)CC2)cc1)C(C)C,-4%,-4%,-6%,4%,-1%,-11%,-7%,1%,3%,4,16%
CCN(CC(=O)NC1CCCCC1)S(=O)(=O)c1ccc(Cl)cc1,-1%,2%,26%,6%,-2%,-1%,-1%,5%,10%,8,13%
CC(=O)Nc1c(S(=O)(=O)c2ccccc2)c2nc3ccccc3nc2n1Cc1ccccc1,?,7%,-5%,4%,1%,4%,-2%,-2%,32%,3,-1%
CCN(CC)CCNC(=O)c1cn(CC)c2ccc(S(=O)(=O)N3CCc4ccccc4C3)cc2c1=O,-2%,-6%,2%,.,-2%,-1%,1%,1%&-1%,-2%,1,0%
COc1ccc(C(c2nnnn2Cc2cccs2)N2CCN(c3ccccc3F)CC2)cc1 (stereo unspecified),6%,17%,-10%,?,1%,3%,-1%,1%,?,-9,-21%
Cc1nc2c(C(=O)NCc3ccccc3Cl)c[nH]n2c(=O)c1Cl,-2%,-7%,-6%,-17%,-3%,30%,-2%,2%,17%,2,3%
CC(C)N(C)Cc1nnnn1CC(=O)NCc1cc(F)cc(C(F)(F)F)c1,1%,3%,-1%,-6%,3%,-1%,-4%,4%,26%,-23,9%
Nc1cccc(S(=O)(=O)c2ccc(N)c(N)c2)c1,-2%,0%,-8%,0%,-4%,-17%,9%,-1%,-5%,-2,17%
CC1=C(C#N)C(NC(=O)c2ccc(Cl)cc2)(C(F)(F)F)C(=O)N1 (stereo unspecified),-6%,-3%,?,3%,0%,-12%,-4%,-1%,-8%,17,0%
COc1ccccc1NC(=S)N(Cc1ccc(C(=O)O)cc1)Cc1ccc(OC)c(OC)c1,-16%,10%,-7%,9%,3%,15%,13%,-16%,-6%,-7,?
Cc1ccc2occ(CN3CCN(Cc4ccccc4)CC3)c(=O)c2c1,-16%,1%,3%,-1%,23%,-22%,?,?,-17%,.,?
CN(C)CCCNC(=O)c1ccc(Oc2ccccc2)cc1,.,-2%,5%,-3%,5%,1%,0%,-2%,-29%,.,-15%
COc1cc(OC)cc(-c2nnc(N(C)C(=O)c3ccncc3)s2)c1,12%,8%,-4%,3%,-5%,-6%,10%,0%,10%,3,?
COc1ccc(/C=N\NC(=O)c2ccccc2F)cc1COc1ccc(F)cc1F,?,-3%,20µM*,-7%,-29%,29%,-19%,-9%,16µM*,-7,8%
CCCNC(=O)C(Cc1ccc(Cl)cc1)NC(=O)c1ccc(C#N)cc1 (stereo unspecified),.,-8%,.,.,4%,.,-8%,3%,.,-3,11%
COc1cc(/C=N/NC(=O)c2cc(C3CC3)[nH]n2)cc(OC)c1OC,?,7%,-7%,-1%,2%,?,-5%,?,-14%,-2,-2%
O=c1c2c(C(F)(F)F)cc(C(F)(F)F)nc2[nH]n1-c1ccccc1,?,3%,-4%,-14%,9%,?,-10%,-15%,25%,-10,26µM*
Cc1ccc(C(=O)CCC(=O)NN2C(=O)NC3(CCCCC3)C2=O)cc1,.,1%,.,.,-5%,.,-3%,4%,.,0,10%
CC(=O)N1c2ccc(S(=O)(=O)N3CCCC(C(=O)NCc4ccccc4)C3)cc2CC1C (stereo unspecified),11%,-2%,6%,0%,-8%,2%,-7%,6%,39%,1,-11%
FC(F)(F)C1=CC(c2ccccc2)=NCCN1,3%,-5%,-12%,4%,0%,-14%,0%,4%,-16%,0,-3%
CCN1CCN(C(=O)C2CCN(Cc3cc(Cl)ccc3O)CC2)CC1,-6%,1%,3%,-2%,-1%,-6%,-6%,4%,-2%,14,12%
Cc1cccc(C)c1NC(=S)N1CCCN(C)CC1,1%,6%,3%,-2%,-2%,-1%,16%,0%,-5%,7,9%
